# Screens: PubChem BioAssay, Small Molecule Screening Facility, UW Madison
# SSB-PriA inh: blocks PriA binding to SSB C-terminal tail | AlphaScreen SSBct-PriA binding, biotinylated peptide | actives 0.6% (n = 430,000) | inhibition, % at 33 µM; in the data active means inhibition mostly above about 37%, no sharp cut-off; inactive means mostly below about 20%;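 further: plate controls were negative control peptide for no effect and reference peptide for full effect; strong numbers were not always called active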
# The depositor's hits bear a star; & = joins results of further samples. Only part of the results is shown; rates above refer to the full screens.
molecule	SSB-PriA inh
CC(=NNc1ncc(Cl)cc1Cl)c1ccc2c(c1)OCO2	-13
COc1ccc(C(N)=NOC(=O)CCC2CCCC2)cc1	-50
COCCNC(=O)/C(C#N)=C1\N=C(NC(=O)c2ccccc2Cl)c2ccccc21	-6
CC(C)(C)n1ncc2c(=O)n(CCC(=O)NCCC3=CCCCC3)cnc21	12
O=C(CSc1nccnc1N1CCN(c2ccccc2)CC1)Nc1ccc(Cl)cc1F	1
CCc1c(C#N)c(SCC(=O)Nc2nsc(-c3ccc(Cl)cc3)n2)nc2c1C(=O)CC(C)(C)C2	-30&-15
O=C(Cc1csc(NS(=O)(=O)c2ccccc2)n1)NCc1c(F)cccc1F	2
CC(=NNC(=O)c1cnccn1)c1cccs1	-13
O=C(CSc1nc2c([nH]c3ccccc32)c(=O)n1-c1ccc([N+](=O)[O-])cc1)N1CCc2ccccc21	0
Cc1nc2ccc(S(=O)(=O)NCCCn3nc(-c4ccco4)ccc3=O)cc2s1	-8

# New compounds follow:
molecule	SSB-PriA inh
O=C(Cc1ccc(F)cc1)N1CCC(CSC2=NCCS2)CC1	2
COc1ccc(C(C)=O)cc1Nc1cc(C)nc2cc(C(F)(F)F)ccc12	-11&2
CC(=NNC(=O)c1ccncc1)C1=C(O)CC(C)(C)CC1=O	-14
CC(CC(=O)N1CCN(C=O)CC1)=NNC(=O)c1cc2ccccc2cc1O	11
Cc1noc(C)c1S(=O)(=O)N1CCC(c2nnc(C3CC3)o2)CC1	-20
O=C(CCc1ccccc1F)NCC(O)c1ccc(C(F)(F)F)cc1 (configuration not stated)	-22
Cn1cc(CC(=O)NCCc2csc(-n3cccn3)n2)c2ccccc21	2
Cc1nc(C)c(C(=O)NCCn2ncc3c(N4CCN(c5ncccn5)CC4)ncnc32)s1	-9
O=C(NN=Cc1ccccn1)C1c2ccccc2Oc2ccccc21	-16
ON=Cc1ccnc(SCc2ccccc2)n1	-19

# Arranged by molar mass (high to low): some entries from above
molecule	SSB-PriA inh
CC(CC(=O)N1CCN(C=O)CC1)=NNC(=O)c1cc2ccccc2cc1O	11
Cc1noc(C)c1S(=O)(=O)N1CCC(c2nnc(C3CC3)o2)CC1	-20
O=C(NN=Cc1ccccn1)C1c2ccccc2Oc2ccccc21	-16

# New compounds follow.
molecule	SSB-PriA inh
Cn1c(O)c(C=NN2CCOCC2)c(=O)n(C)c1=S	-10
O=C(CCCN1C(=O)S/C(=C2/SC(=O)N(CCCC(=O)Nc3ccccc3C(=O)O)C2=S)C1=S)Nc1ccccc1C(=O)O	-2
COc1cccc([C@H](CNC(=O)C(=O)Nc2cccc(SC)c2)OC)c1	-10
COc1cccc(OC)c1C(=O)Nc1ccc2c(c1)CCC(=O)N2Cc1ccccc1	-1
O=C(NNC(=O)c1cccn(Cc2ccc(F)cc2)c1=O)c1cccc(Cl)c1	-3
N#CC(Br)Cc1ccccc1C(=O)O (configuration not stated)	0
COc1ccc(CC(N)=NOC(=O)COc2ccccc2C)cc1	-79
Cn1nc(CNC(=O)c2cc(-c3ccco3)on2)cc1-c1ccncc1	-6
Fc1ccc(C=NNc2cc(N3CCOCC3)ncn2)cc1	-9
CCNC(=O)C(=O)Nc1ccccc1OC	-12

# (further entries)
molecule	SSB-PriA inh
CN(C)c1ccc(C=NNC(=O)C(O)(c2ccccc2)c2ccccc2)o1	1
CNC(=S)NN=Cc1c(C)nn(-c2ccccc2)c1Cl	19
CCOC(=O)c1csc(NC(=O)C2CCCN2S(C)(=O)=O)n1 (configuration not stated)	0
NC(=NOC(=O)Oc1ccccc1)c1cccc([N+](=O)[O-])c1	-8
COc1ccc(-c2c[nH]c(=S)n2CC(C)C)cc1	-2
COc1cccc(C=Nn2c(-c3n[nH]c4c3CCC4)n[nH]c2=S)c1O	-16
Nc1ncnc(Nc2cccc3c2CCCC3)c1[N+](=O)[O-]	7
O=C(COc1ccc(Cl)cc1)NCC1CCN(C2CCCC2)CC1	-9
COc1cc(OC)cc(C(=O)Nc2ccc3c(c2)CN(C(=O)C2CC2)CC3)c1	-12
CN(N=C/C=C/c1ccccc1)C1=NS(=O)(=O)c2ccccc21	-5

# (cont.)
molecule	SSB-PriA inh
COc1ccccc1-n1ncc2c(C)nnc(SCC(=O)NC3CCCC3)c21	-14
c1ccc(CN2CCN(c3nc(N4CCOCC4)nc(N4CCOCC4)n3)CC2)cc1	1
CCOc1ccccc1NC(=O)c1ccc(CS(=O)(=O)Cc2ccccc2Cl)o1	0
C[C@](O)(CNC(=O)CSCc1ccccc1)c1cc2ccccc2s1	4
O=C(NCCn1ccnc1-c1ncccn1)c1ccc2nsnc2c1	24
O=C(Cn1cnc2c(-c3ccccc3)csc2c1=O)NCCc1ccccc1	-7
CC(=NOC(=O)c1cccc(Cl)c1)c1sc(C)nc1C	-21
O=C(c1nc2ccccc2s1)N1CCc2nc3ccccn3c(=O)c2C1	-1
Cc1cn2nc(C(=O)NCCCN3CCN(c4ccccc4F)CC3)cc2c(=O)[nH]1	-2
CC(C)CS(=O)(=O)C1CN(C(=O)CCNS(=O)(=O)c2cccc(Cl)c2)C1	6

# The list goes on.
molecule	SSB-PriA inh
Cc1ccc(C)c(Cn2cc(SCC(=O)N3CCOCC3)c3ccccc32)c1	-10&7
O=C(NN=Cc1ccc(O)c([N+](=O)[O-])c1)c1ccncc1	-12
COCCNC(=O)N1CCC(Oc2cccc(C)n2)CC1	-8
Cc1noc(C)c1CCC(=O)NCCn1nc(-c2ccccn2)n(C)c1=O	-12
CCNC(=O)CC(C)=NNC(=O)C1CCCCC1	-9
CCOC(=O)COc1ccccc1C=NNC(=O)c1cc2c(ccc3ccccc32)o1	-6
O=C(O)Cc1ccc2ccccc2c1	-25
COc1ccccc1NC(=O)CN1CCc2nc(NC(=O)C3CC3)sc2C1	-11
Cn1cc(C(=O)c2ccc(Cl)cc2Cl)cc1C(=O)NN=C(N)COc1ccc(F)cc1	-6
COc1ccc(CC(=O)NN=C(C)c2cccs2)cc1OC	-7

# Next section
molecule	SSB-PriA inh
O=C(CSc1ncnc2sc3c(c12)CCCCC3)c1ccc(Cl)cc1	-6
O=C(CCc1cccc(Oc2ccc(F)cc2)c1)N1CC(S(=O)(=O)Cc2ccco2)C1	7
CCOc1ccccc1NC(=O)NCC(OC)c1ccccc1OC (configuration not stated)	-13
O=C(c1noc2c1CCCC2)N1CCCCC(c2ccc(F)cc2)C1 (configuration not stated)	6
CCc1ccccc1NC(=O)N1CCN(c2cc(-n3cncn3)ncn2)CC1	-4
Cc1cc(=O)[nH]c(-n2nc(C)c(CCC(=O)Nc3ccc4c(c3)OCCO4)c2C)n1	14
CC(=O)Nc1ccc(C(=O)NCCNS(=O)(=O)c2ccc(F)c(C)c2)cc1	-20
CCOC(=O)CN1C(=O)N(c2ccc(C)c(C)c2)S(=O)(=O)c2ccccc21	-14
O=C(c1ccc(Cl)cc1)N1CCN(c2ccc3nnc(C4CC4)n3n2)CC1	-9
CC(=O)N1CCc2c(sc(NC(=O)c3ccc(Br)s3)c2-c2nc3ccccc3s2)C1	-10

# The listing continues.
molecule	SSB-PriA inh
O=C(N/N=C\c1ccc([N+](=O)[O-])cc1)c1cc(-c2ccco2)[nH]n1	7
O=C(Cn1nc(-c2ccc(F)cc2)ccc1=O)Nc1cc(C(F)(F)F)cc(C(F)(F)F)c1	-11
Cc1[nH]c(=S)[nH]c(=O)c1C	-1
CCOC(=O)C1CCN(C(=O)C(=O)c2cn(CC(=O)N3CCCC3)c3ccccc23)CC1	-1
O=S(=O)(c1cccc(C(F)(F)F)c1)N1CCC(Oc2cccnn2)CC1	-8
COc1cc(OC)cc(C(=O)N(CCCN(C)C)c2nc3ccc(C)cc3s2)c1	5
O=c1c2c3nc4ccccc4nc3n(N=Cc3ccco3)c2ncn1CCC1=CCCCC1	0
Cc1nnc(C(F)(F)F)n1/N=C\c1ccc(F)cc1	7
Cc1cc(=O)[nH]c(-n2nc(-c3cccs3)cc2NC(=O)Cc2ccc(Cl)cc2)n1	-1
O=C(NCC[C@H]1CCCCN1S(=O)(=O)c1ccccc1)C(=O)NCc1ccc2c(c1)OCO2	-12

# Individual results from above:
# Entry of O=C(Cn1nc(-c2ccc(F)cc2)ccc1=O)Nc1cc(C(F)(F)F)cc(C(F)(F)F)c1 in SSB-PriA inh: -11
# Entry of O=C(NCC[C@H]1CCCCN1S(=O)(=O)c1ccccc1)C(=O)NCc1ccc2c(c1)OCO2 in SSB-PriA inh: -12

# (cont.)
molecule	SSB-PriA inh
CC(=NNC(=S)NCc1ccccc1)c1ccc2ccccc2c1OC(F)F	6
CCOC(=O)N1CCC(NC(=O)CCc2csc(NS(=O)(=O)c3ccc(F)cc3)n2)CC1	-20
COc1ccc(-c2nnc(NC(=O)c3ccc([N+](=O)[O-])s3)o2)cc1	0
COCCNC(=O)Cn1c(CO)cnc1SCC(=O)Nc1ccc2c(c1)OCO2	-4
CC1CCN(C(=O)Cc2csc(Nc3cccc(Cl)c3)n2)CC1	1
O=C(Nc1cccc(-c2ccc3nnc(-c4cccs4)n3n2)c1)c1cccc(F)c1	-9
CC1=NNC(=O)C1CCC(=O)O (configuration not stated)	2
CC(C)(C)C(=O)Nc1nnc(-c2ccc(Br)cc2)o1	-2
Cc1ccc(S(=O)(=O)N=C(N)Nc2nc(C)c3cc(C)ccc3n2)cc1	-11
CC(=O)Nc1ccc(S(=O)(=O)Nc2cnc(N(C)C)nc2N(C)C)cc1	-8

# Other structures follow:
molecule	SSB-PriA inh
COC(=O)c1sccc1NC(=O)CSc1nccnc1N1CCN(c2cccc(C)c2C)CC1	1
Oc1cccc2ccc(N3CCCC3)nc12	-2
CCCCC(C(=O)Nc1cccc(Cl)c1)N1C(=O)C2C3c4ccccc4C(c4ccccc43)C2C1=O (configuration not stated)	5
O=C(CSc1nnc2ccc3ccccc3n12)c1ccc2c(c1)OCCO2	-11&-8
N#CCCSc1ccccc1NC(=O)CCS(=O)(=O)c1ccccc1	-5&-8
CC(=NO)c1ccc(N2C(=O)C3CC=C(Cl)CC3C2=O)cc1 (configuration not stated)	-8
COc1ccc(CC(=O)NN=Cc2cc(Br)cs2)cc1OC	-7
COc1ccccc1-c1cc(C(=O)N2C3C=CCC2CC3)[nH]n1 (configuration not stated)	-1
O=C(C[C@@H]1C/C=C/CC[C@@H](Cc2ccc(F)cc2)C(=O)OC[C@@H](Cc2ccccc2)NC1=O)NCCO	-4
O=C(Nc1ccc2c(c1)OCCO2)c1csc2nc(-c3ccc(F)cc3)cn12	-16

# (continued)
molecule	SSB-PriA inh
COc1ccc(CCNC(=O)Cn2cc(-c3nnc(-c4ccco4)o3)c3ccccc32)cc1OC	-6&0
O=C(COc1ccccc1F)Nc1c2c(nn1-c1nc3ccccc3s1)CCC2	-8
COc1cccc2cc(-c3csc(NC(=O)NC(c4ccccc4)c4ccccc4)n3)oc12	-7
Cc1nn(C)c(C)c1C=NNC(=O)CCn1nc(C)c([N+](=O)[O-])c1C	-12
CN(C)c1ccc(/C=C2/CCC/C(=C\c3ccc(N(C)C)cc3)C2=O)cc1	-1
CC(C)CS(=O)(=O)C1CN(C(=O)Nc2cccs2)C1	-5
O=C(O)CCC(=O)Nc1cccc(C(F)(F)F)c1	-12
CC(=O)c1ccccc1OCC(O)COc1ccccc1C(C)=O	-5
CN1C(=O)c2cc(NC(=O)c3ccccc3Cl)ccc2Oc2ccccc21	-3
CC(C)CCN1C(=O)C(C)(C)COc2ccc(NC(=O)CN3C(=O)c4ccccc4C3=O)cc21	16

# Remaining list, next part
molecule	SSB-PriA inh
O=[N+]([O-])c1ccc(NN=Cc2sc(N3CCOCC3)nc2-c2ccccc2)c(S(=O)(=O)Nc2ccccc2Cl)c1	-1
CC(C)c1cc(=O)[nH]c(-n2nc(-c3cccs3)cc2NC(=O)c2cc3ccccc3o2)n1	-17
COC(=O)COc1cc(-c2ccccc2)nc2ccc(NS(=O)(=O)c3cccc(F)c3)cc12	0
COCCN1CCCc2ccc(NS(=O)(=O)c3ccc(OC)c(Cl)c3)cc21	33
CCOC(=O)c1c(NC(=O)CN2CCN(CCN3C(=O)c4cccc5cccc(c45)C3=O)CC2)sc2c1CCCC2	-2
Cc1nc2sccn2c(=O)c1NC(=O)c1ccc(S(=O)(=O)N(C)C)cc1	1
O=C(NCc1ccnc(N2CCCC2)c1)[C@H]1CCCN(c2cc(-n3cncn3)ncn2)C1	3
O=c1/c(=C\c2ccc(-c3ccccc3)o2)sc2nc(-c3ccco3)nn12	3
O=S(=O)(NCC1CCN(S(=O)(=O)c2cccnc2)CC1)c1ccccc1Cl	6
O=C(N[C@@H](Sc1ncccn1)C(=O)c1ccccc1)c1ccccc1	-3

# Reprinted at random: two entries already listed.
molecule	SSB-PriA inh
O=[N+]([O-])c1ccc(NN=Cc2sc(N3CCOCC3)nc2-c2ccccc2)c(S(=O)(=O)Nc2ccccc2Cl)c1	-1
O=S(=O)(NCC1CCN(S(=O)(=O)c2cccnc2)CC1)c1ccccc1Cl	6

# More structures
molecule	SSB-PriA inh
CCOC(=O)c1ccc(NC(=O)Cn2cc(OC)c(=O)cc2CN2CCCCC2)cc1	-4
O=C(OCn1nnc2ccccc2c1=O)c1ccc(Cl)c([N+](=O)[O-])c1	2
CSc1nnc(C)c(=O)n1COC(=O)c1ccc(Br)o1	-12
CCC(C)n1c(=O)c2ccccc2n(Cc2nc(-c3cccc(Cl)c3)no2)c1=O (configuration not stated)	0
COc1cccc(CSc2nc(CC(=O)N3CCc4ccccc43)cc(=O)[nH]2)c1	-7
CC[C@H]1CCCCN1C(=O)c1cnc2nc(C)ccc2c1Nc1ccccc1Cl	-11
O=c1c2sccc2nc(SCc2nc(-c3ccc(Br)cc3)no2)n1-c1ccccc1	-14
Cc1nn(C2CCS(=O)(=O)C2)c(C)c1N1CCN(C(=O)c2cc(-c3ccco3)on2)CC1 (configuration not stated)	19
CCOc1cccc2sc(N(Cc3ccco3)C(=O)Cc3ccc(F)cc3)nc12	4
CC(C)(C)c1cc(Br)ccc1OCC(=O)NC1CCCC1	-24&-22

# The list continues:
molecule	SSB-PriA inh
COC(=O)c1ccc(C(=O)NCc2cccc(Oc3ccccn3)c2)cc1	0
C=CCn1c(SCc2csc(C)n2)nc2scc(-c3ccccc3Cl)c2c1=O	-3
CC(=O)N1CCc2c(sc(NC(=O)c3ccc(S(C)(=O)=O)cc3)c2C(N)=O)C1	2
CCCOc1ccc([C@H]2CC(=O)Nc3sc(C(=O)c4ccco4)c(N)c32)cc1OCC	-1
